Cardio protect – myocardial damage modulation in H9c2 cells; H9c2 cardiomyocytes, H2O2 injury protection, ATPLite, 2 h; protection from H2O2 cell death, % at 20 µM; hit rate 0.63% among 360,000; AID 588492;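 active means compounds giving at least 50% protection of heart cells from peroxide-induced death in the single-dose screen, raw or plate-pattern-corrected value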;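 further: 0% = DMSO wells with peroxide and 100% = DMSO wells without peroxide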
ABCB6 inh 2 – blocks the human ABCB6 transporter. AID 602162. fluorescence ratio to DMSO, % at 10 µM. hit rate 0.19% among 360,000. Q9NP58. K562-ABCB6 porphyrin accumulation, flow cytometry, 1 h; hits give low values;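 active means fluorescence ratio to DMSO below 75%, the collection mean minus 3 SD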;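 further: signal is porphyrin accumulated inside mitochondria; 100% equals median channel fluorescence of DMSO control wells; lower ratio means ABCB6 inhibition with less porphyrin fluorescence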
HTR2A ag – agonists of mouse serotonin 5-HT2A receptor (HTR2A) | P35363 | CHO-K1 mHTR2A beta-arrestin complementation, luminescence; percent of 30 µM serotonin response | activation, % at 7.6 µM | hit rate 0.66% among 360,000 | AID 624169;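 active means activation above a run cutoff, the mean activation of all tested compounds plus 3 SD, cut at about 14% in these data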;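 further: 0% = plate median of compound wells and 100% = 30 µM serotonin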
aDG glyco up – increases alpha dystroglycan glycosylation; Pro5-aDG cells, alpha-DG glycosylation AlphaScreen (IIH6); 0% Pro5, 100% B10-LARGE cell signal; activation, % at 10 µM; hit rate 0.22% among 360,000;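 active means activation of at least 8% versus controls, or a plate z-score of at least 8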;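 further: Pro5 are CHO cells carrying HIG-tagged alpha-DG that lacks glycosylation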
MC4R antag cAMP – antagonists of human melanocortin 4 receptor (MC4R); P32245; MC4R-expressing cells, MTII-stimulated cAMP, LANCE TR-FRET; inhibition, % at 6.5 µM; hit rate 0.48% among 360,000; AID 540295;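 active means inhibition above its plate's cutoff, the mean of tested wells on that plate plus 3 SD, cut at about 29% in these data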;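 further: 0% = Melanotan II alone and 100% = Melanotan II plus saturating MCL0020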
Target sequence (P32245 whole entry, looked up): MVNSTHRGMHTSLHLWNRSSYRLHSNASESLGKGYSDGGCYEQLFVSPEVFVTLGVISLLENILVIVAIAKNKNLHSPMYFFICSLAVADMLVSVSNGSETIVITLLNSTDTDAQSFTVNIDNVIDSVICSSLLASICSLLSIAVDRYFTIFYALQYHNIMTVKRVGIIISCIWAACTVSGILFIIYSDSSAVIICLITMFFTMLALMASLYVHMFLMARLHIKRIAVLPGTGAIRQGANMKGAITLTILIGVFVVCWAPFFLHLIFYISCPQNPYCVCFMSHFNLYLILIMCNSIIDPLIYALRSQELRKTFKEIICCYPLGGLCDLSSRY
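Material: U2OS-MC4R stable cell line | Reagent: Melanotan II challenge after compound preincubation | Doses: One concentration, 6.5 µM nominal | Incubation: 30-min compound preincubation, 1-h Melanotan II challenge, 1-h detection, room temperature | Signal: TR-FRET cAMP assay | Replicates: One well per compound, no replicates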
CaV13 FRET inh – Primary screen for inhibitors of IQ motif and Ca2+-dependent inactivation inhibitor domain binding in CACNA1D, Förster resonance energy transfer in living cells, …; hit rate 0.098% among 340,000; inhibition, % at 12.3 µM; HEK cells, CFP/YFP FRET ICDI-IQ, plate reader, 10 min; percent FRET-ratio fall versus neutral wells;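 active means mean replicate inhibition of at least 30% and at least 1% of replicates passing that level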;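 further: 0% = median of the neutral control wells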
Glyco luc inh – blocks N-linked glycosylation in D54 reporter cells; AID 588692; reporter increase, % at 12.5 µM; hit rate 0.23% among 360,000; D54 ERlucT glycosylation luciferase reporter, 24 h; percent of 100 nM tunicamycin response;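 active means mean luciferase reporter signal, scaled so untreated is 0 and the glycosylation-blocking control 100, at or above a set limit in every replicate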;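 further: luciferase carries N-glycosylation sites so blocking glycosylation raises the light; 0% = median of neutral control wells and 100% = median of 100 nM tunicamycin wells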
PDI turbidity – PDI (human) enzyme inhibition; P07237; PDI insulin aggregation turbidity, A650, 90 min; inhibition, % at 10 µM; hit rate 0.052% among 350,000; AID 588391;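 active means mean inhibition across replicates of 30% or more, whatever share of single replicates reach that level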;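 further: absorbance from insulin aggregation driven by PDI reduction with DTT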
Target sequence (P07237 whole entry, looked up): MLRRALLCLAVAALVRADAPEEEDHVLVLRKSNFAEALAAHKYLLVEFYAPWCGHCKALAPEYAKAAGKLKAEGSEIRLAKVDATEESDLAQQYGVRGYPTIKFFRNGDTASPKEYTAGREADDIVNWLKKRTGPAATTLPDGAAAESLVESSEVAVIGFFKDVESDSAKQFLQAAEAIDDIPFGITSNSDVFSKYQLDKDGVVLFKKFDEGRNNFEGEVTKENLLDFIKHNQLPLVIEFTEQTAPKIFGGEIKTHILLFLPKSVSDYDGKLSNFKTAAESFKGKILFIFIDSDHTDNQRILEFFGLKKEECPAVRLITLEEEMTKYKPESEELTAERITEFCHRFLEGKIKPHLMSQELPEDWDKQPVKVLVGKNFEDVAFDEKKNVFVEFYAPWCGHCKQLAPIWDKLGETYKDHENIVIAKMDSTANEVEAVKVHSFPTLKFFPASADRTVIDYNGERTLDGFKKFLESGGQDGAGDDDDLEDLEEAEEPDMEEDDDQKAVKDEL
Vif imaging – HIV Vif inhibition; hit rate 0.35% among 340,000; inhibition, % at 7.49 µM; HEK293T cells, Vif self-association by quenched fluorescence, imaging, 24 h; AID 602346; in the data active means inhibition above about 50%, passing the limit was not always enough; further: some results filed as inactive read as strong as hits
MC4R barr agon – activates human MC4R beta-arrestin recruitment; P32245; U2OS MC4R beta-arrestin complementation, luminescence; percent of melanotan II response, DMSO zero; activation, % at 8.9 µM; hit rate 0.98% among 360,000; AID 540308;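 active means activation above a per-plate cutoff, the mean activation of sample wells on that plate plus 3 SD, cut at about 8% in these data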
Active calls of the source: *; · = no result given.

SMILES | Cardio protect | ABCB6 inh 2 | HTR2A ag | aDG glyco up | MC4R antag cAMP | CaV13 FRET inh | Glyco luc inh | PDI turbidity | Vif imaging | MC4R barr agon
Cc1ccc(S(=O)(=O)N(CC(=O)N/N=C/c2ccco2)Cc2ccccc2)cc1 | -1 | 101 | -3 | -0.2 | -6 | -7 | -4 | 9 | 6 | -0.2
C[n+]1ccc2[nH]c3ccccc3c2c1 | 3 | 96 | -5 | 0.0 | · | -10 | 2 | · | 0 | ·
CCCc1c(C(=O)Nc2ccc(F)cc2F)cnn1-c1ccccc1 | -1 | 98 | -1 | -0.1 | -2 | 0 | -3 | -2 | -8 | -1.7
CN(NS(=O)(=O)c1ccc(Cl)cc1)c1ncc(C(F)(F)F)cc1Cl | 5 | 98 | -2 | -0.1 | 12 | 10 | 2 | 4 | -1 | 4.9
COc1ccccc1NS(=O)(=O)c1cccc(NC(=O)C2CC2)c1 | 12 | 101 | 2 | 0.0 | -2 | -2 | -1 | 5 | 10 | -0.8
O=C(Nc1cccc([N+](=O)[O-])c1)Nc1cnccn1 | -3 | 94 | -5 | 0.2 | 11 | -7 | 3 | 2 | -6 | -2.8
Cc1cc(C(=O)N2CCCC(C(=O)c3ccc4ccccc4c3)C2)n(C)n1 (stereo not drawn) | -7 | 94 | -3 | -0.2 | 24 | -4 | -1 | 3 | -5 | 1.8
CCOC(=O)c1cnc(SCC(=O)c2ccc(C)cc2)nc1N | -10 | 100 | 1 | -0.2 | -4 | · | 2 | -1 | -3 | 1.5
COc1ccc(S(=O)(=O)N2CCC(NC(=O)c3cccc(F)c3)CC2)cc1 | -5 | 82 | -2 | -0.1 | 5 | -1 | -1 | -1 | 16 | -0.6
CCN(CC(=O)Nc1c(F)cccc1F)C(=O)c1cccc(S(=O)(=O)NCc2ccccc2)c1 | -2 | 103 | -8 | 0.1 | -3 | -2 | -2 | 13 | 5 | 0.8
COc1ccc(/C=N/N2CCN(Cc3ccccc3)CC2)cc1 | -3 | 100 | -1 | 0.0 | -9 | -18 | 4 | 0 | -3 | 3.7
O=C(NN1CCN(Cc2ccccc2Cl)CC1)c1ccc(Cl)cc1 | 5 | 101 | -5 | 0.1 | 20 | -5 | 0 | -10 | -2 | -0.1
O=c1ccn([C@@H]2O[C@H](CO)[C@@H](O)[C@H]2O)c(=O)[nH]1 | -5 | 97 | 2 | 0.0 | 4 | -6 | 1 | 1 | -4 | 0.7
CC(C)(C)Sc1ccc(/C=N/O)cc1[N+](=O)[O-] | -1 | 95 | 1 | 0.2 | -19 | -18 | 0 | -6 | 9 | 0.7
COc1ccc(NS(=O)(=O)c2ccc(C)c(C(=O)O)c2)cc1 | 0 | 102 | 4 | 0.0 | 3 | -9 | 1 | 4 | 11 | 0.5
CCCCOc1ccc(C(=O)NCC2(c3ccccc3)CCOCC2)cc1 | -4 | 101 | -3 | 0.0 | 14 | -4 | -2 | 0 | -2 | 3.7
Cc1n[nH]c(C)c1S(=O)(=O)N1CCCC(C(=O)O)C1 (stereo not drawn) | 1 | 88 | 3 | -0.1 | -3 | -3 | 2 | 5 | 13 | -3.3
Cc1ccc(CNC(=O)CCC2CCCN(Cc3cccc4cccnc34)C2)o1 (stereo not drawn) | 6 | 104 | -4 | 0.5 | 6 | 2 | -3 | -1 | 1 | -1.9
Cc1ccc(NC(=O)CSc2nncn2N)cc1C | 0 | 101 | 4 | -0.1 | 10 | -3 | 3 | 1 | 2 | -0.9
COC(CNC(=O)c1cc(C(=O)c2c(-c3c(Cl)cccc3Cl)noc2C)c[nH]1)OC | 6 | 96 | -9 | 0.0 | 20 | -6 | 1 | 7 | -6 | -1.7
OC(c1ccc(F)cc1)c1ncc(-c2cccc3ccccc23)[nH]1 (stereo not drawn) | 1 | 96 | -4 | -0.1 | 5 | -4 | 0 | 12 | 0 | -2.6
CCCCCCn1c(CN2CCN(C(=O)OCC)CC2)nc2c1c(=O)n(C)c(=O)n2C | 4 | 97 | 6 | 0.2 | 3 | · | 5 | -6 | -3 | 1.8
Cc1nonc1CN(C)C(=O)CC1C(=O)NCCN1Cc1ccccc1F (stereo not drawn) | -1 | 100 | 7 | -0.5 | 6 | -13 | 1 | -3 | 8 | -0.7
O=C(OCc1cn([C@H]2C[C@H](c3ccc(Cl)cc3)N(C(=O)C3CCCCC3)C[C@@H]2O)nn1)c1ccccc1 | 20 | 93 | 4 | 0.1 | 2 | -6 | -1 | -10 | -5 | -0.2
Cn1c(=O)c2c(nc(NCCNC(=O)c3ccco3)n2Cc2ccc(F)cc2)n(C)c1=O | 3 | 96 | -3 | -0.3 | 3 | -6 | -2 | 2 | 0 | -1.1
COc1cc(OC)c(NC(=O)c2ccc(F)cc2)cc1Cl | 6 | 99 | 4 | 0.5 | 4 | -6 | 0 | -17 | -1 | 0.1
Cc1ccc(S(=O)(=O)Nc2ncccn2)cc1 | 6 | 100 | -1 | -0.1 | -5 | -5 | 1 | 13 | 3 | -0.9
CCC1=NN(C(=O)C(=O)NCCc2ccccc2)C(O)(C(F)(F)F)C1 (stereo not drawn) | 5 | 101 | 1 | 0.2 | 7 | -13 | 0 | -1 | 2 | -1.6
C#Cc1ccc(NC(=O)C2(C)CCN2C(=O)Cc2ccc(-c3ccccc3)cc2)cc1 (stereo not drawn) | -7 | 93 | -1 | 0.8 | 3 | -5 | -2 | -14 | -15 | 0.3
COC(=O)c1[nH]c2cc(C)ccc2c1NC(=O)CN1CCN(C(=O)c2ccco2)CC1 | 5 | 101 | 7 | 0.0 | 9 | -4 | -1 | -2 | 1 | -1.4
O=C1C2C3c4ccccc4C(c4ccccc43)C2C(=O)N1c1cccc2cccnc12 (stereo not drawn) | 16 | 95 | -1 | 0.0 | 0 | -4 | -1 | 4 | -1 | -1.5
CSc1nc2sc3c(c2c(=O)[nH]1)CCc1ccccc1-3 | -3 | 95 | -2 | 0.0 | 1 | -6 | 5 | -23 | 15 | 12*
COCCCNC(=S)N1CCN(c2nc(-c3ccc(Cl)cc3)cs2)CC1 | -17 | 93 | -9 | 1.6 | 3 | -18 | -1 | 7 | · | -0.8
COc1c2c(c(OC)c3ccccc13)[C@@]1(OC2)O[C@H](CCO)C[C@H](O)[C@H]1O | 16 | 99 | -1 | 0.0 | -2 | -6 | 1 | 4 | · | -1.3
CSc1cccc(NS(=O)(=O)c2ccc(-c3coc(C)n3)cc2)c1 | -9 | 97 | -3 | -0.1 | 9 | -13 | 0 | -7 | -7 | 6.9
COc1ccc(OC)c(CN2CCN(CCc3ccccc3)C(CCO)C2)c1 (stereo not drawn) | 8 | 96 | -8 | -0.3 | 4 | -4 | -1 | -1 | 5 | 0.0
COc1ccc(OCC(=O)N/N=C2\CCc3ccccc32)cc1 | 4 | 89 | -5 | -0.3 | -3 | -4 | -3 | -1 | -7 | -2.3
Cc1cccc(CNc2ncc(-c3cccc([N+](=O)[O-])c3)n2C)c1 | -2 | 498 | -1 | 0.4 | 33* | 4 | 4 | 3 | -1 | -1.2
Cc1ccc(-c2noc(CN(C(=O)Cc3ccccc3)C(C)C)n2)cc1 | -9 | 102 | -5 | 0.2 | 14 | -5 | -2 | -4 | -2 | -0.8
O=C(CN1CCN(c2ccc(Cl)cc2)CC1)Nc1ccc(F)cc1 | -6 | 101 | 13 | -0.1 | -1 | -5 | -2 | -4 | -8 | 2.5
CCCCNC(=O)c1sc(=S)n2c1[nH]c(=O)c1ccccc12 | -34 | 91 | 4 | 1.0 | 8 | -4 | -1 | -5 | -10 | 1.0
CN1CCC(N(C)C(=O)/C(C#N)=C/c2ccc(OC(F)F)cc2)CC1 | 25 | 98 | -6 | 0.2 | 2 | -2 | -1 | -4 | -9 | 0.4
CCSc1nnc(NC(=O)c2cccnc2)s1 | 3 | 88 | -1 | -0.1 | 24 | -5 | -1 | 3 | 2 | 0.3
COc1cccc(C=Nc2ccccc2C(=O)Nc2ccccc2)c1O | 17 | 94 | 0 | -0.1 | 3 | -3 | 2 | -13 | 3 | -0.2
COc1ccc(NC(=O)CSc2cc(C)ccc2C)cn1 | -3 | 91 | 1 | 0.8 | -4 | -6 | 3 | -2 | -1 | -4.4

Given in CSV form: 9 of the compounds above
Compound,Cardio protect,ABCB6 inh 2,HTR2A ag,aDG glyco up,MC4R antag cAMP,CaV13 FRET inh,Glyco luc inh,PDI turbidity,Vif imaging,MC4R barr agon
O=C1C2C3c4ccccc4C(c4ccccc43)C2C(=O)N1c1cccc2cccnc12 (stereo not drawn),16,95,-1,0.0,0,-4,-1,4,-1,-1.5
CSc1nc2sc3c(c2c(=O)[nH]1)CCc1ccccc1-3,-3,95,-2,0.0,1,-6,5,-23,15,12*
COCCCNC(=S)N1CCN(c2nc(-c3ccc(Cl)cc3)cs2)CC1,-17,93,-9,1.6,3,-18,-1,7,·,-0.8
COc1c2c(c(OC)c3ccccc13)[C@@]1(OC2)O[C@H](CCO)C[C@H](O)[C@H]1O,16,99,-1,0.0,-2,-6,1,4,·,-1.3
CSc1cccc(NS(=O)(=O)c2ccc(-c3coc(C)n3)cc2)c1,-9,97,-3,-0.1,9,-13,0,-7,-7,6.9
COc1ccc(OC)c(CN2CCN(CCc3ccccc3)C(CCO)C2)c1 (stereo not drawn),8,96,-8,-0.3,4,-4,-1,-1,5,0.0
COc1ccc(OCC(=O)N/N=C2\CCc3ccccc32)cc1,4,89,-5,-0.3,-3,-4,-3,-1,-7,-2.3
Cc1cccc(CNc2ncc(-c3cccc([N+](=O)[O-])c3)n2C)c1,-2,498,-1,0.4,33*,4,4,3,-1,-1.2
Cc1ccc(-c2noc(CN(C(=O)Cc3ccccc3)C(C)C)n2)cc1,-9,102,-5,0.2,14,-5,-2,-4,-2,-0.8

Carrying on.
SMILES | Cardio protect | ABCB6 inh 2 | HTR2A ag | aDG glyco up | MC4R antag cAMP | CaV13 FRET inh | Glyco luc inh | PDI turbidity | Vif imaging | MC4R barr agon
Cc1ccc(/C(O)=C2\C(=O)C(=O)N(CCN(C)C)C2c2ccccc2F)cc1 (stereo not drawn) | 6 | 92 | -1 | 0.0 | 6 | -5 | -2 | -2 | -6 | -1.1
CCN(CC)C(=O)C1=C(C)N(Cc2ccc(OC)cc2)C(=O)C(CC(=O)NCCCCc2ccccc2)C1 (stereo not drawn) | -1 | 98 | 8 | 1.5 | -3 | -3 | -1 | 11 | · | 0.5
CC(C)Cc1nnc(NC(=O)CCC(=O)N2CCN(c3ccc(F)cc3)CC2)s1 | -6 | 97 | -2 | -0.1 | -5 | -4 | 1 | 13 | 1 | -0.3
COc1ccc(C(=O)NNC(=S)NC(=O)c2ccc(Br)o2)cc1OC | 38 | 100 | 6 | 2.1 | 4 | 0 | 2 | 5 | 9 | -3.4

Source: PubChem BioAssay (several laboratories)
